Screening results (PubChem)
Eya2 inh – blocks the phosphatase activity of human Eya2; Potency, µM (series often up to 76.9 µM), for the others: top-dose activity, negative = inhibition, actives largely listed as inhibitors; O00167; 0.006% of 330,000 active; recombinant Eya2, OMFP fluorescence dephosphorylation (OMFP is methylfluorescein phosphate); AID 488837; note: potency is the fitted concentration of half-maximal effect; % is set by controls: 0 for no effect and ±100 for the full control effect
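Eya2 protein (added as 0.2 uM solution) was preincubated with compound for 10 min at ambient temperature in 50 mM HEPES pH 7.5, 50 mM NaCl, 5 uM MgCl2, 0.05% BSA, 1 mM DTT. OMFP (added at 50 uM) then reacted 10 min; fluorescence read at 485/525 nm.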
Menin-MLL TR inh – inhibitors of human menin-MLL interaction, mutant MLL peptide; Menin + Texas Red MLL mutant peptide, fluorescence polarization; 0.23% of 270,000 active; O00255; Potency, µM (top dose mostly 61.6 µM), for inactives: at the highest dose FP activity change, negative = inhibition, most hits filed as inhibitors; active = well fitted inhibition curve with a large enough effect in the polarisation, with a control signal flat, not every such curve was filed as active; inconclusive = small, poorly fitted or top-dose-only effect, or effect the other way, or a change in a side signal; inactive = no such curve, though single readings can be large or run the other way; the % refers to the polarisation; note: potency is the fitted concentration of half-maximal effect; % of control where 0% means no effect; many of its hits are not listed in these tables
Chronic BCR inh – blocks chronic active B-cell receptor signaling; ABC-DLBCL IkBa-CBG/CBR reporter, luminescence ratio, 4 h; Potency, µM (series often up to 46.1 µM), for inactives: at the top dose ratio change, negative = lower green/red ratio, hits mostly inhibitors; 0.05% of 340,000 active; active = well fitted inhibition curve with a large enough effect in the signal ratio, with a control signal flat, not every such curve was filed as active; inconclusive = small, poorly fitted or top-dose-only effect, or effect the other way, or a change in a side signal; the % refers to the signal ratio;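 note: potency is the fitted concentration of half-maximal effect; plate controls were basal doxycycline-induced cells for no effect and cells given 10 µM MG132 for full effect; MG132 reads +100%, hits lower the ratio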
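Doxycycline induced both beetle luciferases in TMD8 lymphoma cells; IKK-driven degradation limits the IkappaBalpha-fused green signal, while red luminescence normalises for cell number and nonspecific effects. Compounds tested up to 46 uM, 4 hrs.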
TSHR antag – human thyrotropin receptor antagonism; P16473; TSHR-expressing cells, TSH-stimulated cAMP HTRF, 2 h; hits give low values; activity change, negative = inhibition, % at 11.5 µM; 0.2% of 330,000 active; AID 504810;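 active = activity change below a set negative limit, meaning inhibition stronger than a set level, cut at about -70% in these data; inconclusive = activity change between two set negative limits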; note: % is set by controls: 0 for no effect and ±100 for the full control effect
Target sequence (P16473 whole entry, looked up): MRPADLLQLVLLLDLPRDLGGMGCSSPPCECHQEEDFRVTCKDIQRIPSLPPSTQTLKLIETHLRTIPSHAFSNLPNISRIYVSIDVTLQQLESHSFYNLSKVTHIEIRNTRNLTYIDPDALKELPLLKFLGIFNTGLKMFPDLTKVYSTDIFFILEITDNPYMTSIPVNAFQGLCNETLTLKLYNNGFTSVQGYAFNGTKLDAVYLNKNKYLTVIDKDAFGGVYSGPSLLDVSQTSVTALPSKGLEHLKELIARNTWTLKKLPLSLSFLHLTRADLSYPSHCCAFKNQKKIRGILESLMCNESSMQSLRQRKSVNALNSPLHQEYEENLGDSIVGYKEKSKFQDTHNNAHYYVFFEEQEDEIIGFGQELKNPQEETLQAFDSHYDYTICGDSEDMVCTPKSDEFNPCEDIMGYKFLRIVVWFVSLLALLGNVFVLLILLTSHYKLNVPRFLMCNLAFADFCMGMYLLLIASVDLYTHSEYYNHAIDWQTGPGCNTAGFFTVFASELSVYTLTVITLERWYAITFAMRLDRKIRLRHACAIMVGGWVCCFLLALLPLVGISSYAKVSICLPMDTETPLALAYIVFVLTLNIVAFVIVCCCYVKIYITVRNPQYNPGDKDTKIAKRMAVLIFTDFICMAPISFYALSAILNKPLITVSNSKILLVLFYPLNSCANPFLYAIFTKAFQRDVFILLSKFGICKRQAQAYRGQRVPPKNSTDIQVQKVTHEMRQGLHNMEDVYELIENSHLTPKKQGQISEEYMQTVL
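Freshly harvested TSHR cells receive pin-tooled compound, then EC80 TSH at 4nM final. After 2 hours at 37 deg C, antibody in lysis buffer and cAMP-d2 are added; 30 minutes at ambient temperature precede the HTRF read.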
MBNL1-CUG inh – blocks human MBNL1 binding to CUG repeat RNA; TR-FRET MBNL1-His/biotin-(CUG)12 binding, 665/545 ratio; Potency, µM (top dose mostly 57.5 µM), for inactives: at the top dose activity change, negative = inhibition, hits mostly inhibitors; 0.036% of 280,000 active; active = well fitted inhibition curve with a large enough effect in the signal ratio, with a control signal flat, not every such curve was filed as active; inconclusive = small, poorly fitted or top-dose-only effect, or effect the other way, or a change in a side signal; inactive = no such curve, though single readings can be large or run the other way; the % refers to the signal ratio; note: potency is the fitted concentration of half-maximal effect; % is set by controls: 0 for no effect and ±100 for the full control effect
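Compound titration spanned 92 nM–58 uM against the MBNL1-His/biotin-(CUG)12 complex. After 60 min at room temperature with 5 nM streptavidin-XL665 and 0.055 ng/ul terbium anti-His, ratiometric 665/545 nm emission (Ex 340 nm) normalized to controls.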
hERG WT inh – inhibitors of human wildtype KCNH2 potassium channel; Q12809; activity change, % at 1.84 µM; U2OS, BacMam KCNH2, thallium flux FluxOr; hits give low values; 0.37% of 340,000 active;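 active = maximum activity change below -70%; inconclusive = maximum activity change between -70% and -50%; inactive = maximum activity change above -50%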; note: % is set by controls: 0 for no effect and ±100 for the full control effect
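U2OS cells were transduced with wild-type KCNH2 virus (2.03 x 10^8 / mL) for 4 h at room temperature, then cultured overnight at 37 C. Thallium flux was read with FluxOr dye. Rate constants were normalized to DMSO controls.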
GALK inh – inhibitors of human galactokinase. AID 1868. 0.007% of 270,000 active. Potency, µM (doses to about 57.5 µM), for inactives: top-dose activity change, negative = inhibition, most hits filed as inhibitors. Purified GALK, Kinase-Glo residual ATP luminescence; note: potency is the fitted concentration of half-maximal effect; % is set by controls: 0 for no effect and ±100 for the full control effect
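ATP-depletion format; final 35 uM ATP, 100 uM D-galactose, 5 nM enzyme; pH 8.0 HEPES/Mg2+ buffer; 60 min RT; luminescence read 10 min after detection reagent.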
Mito fusion yeast – blocks mitochondrial division or promotes mitochondrial fusion; Potency, µM (doses to about 46.1 µM), for inactives: at the highest dose growth rescue (activation), actives largely listed as activators; 0.23% of 320,000 active; AID 485298; S. cerevisiae fusion-defective mutant growth rescue, CellTiterGlo 48 h;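 note: potency is the fitted concentration of half-maximal effect; % of control where 0% means no effect; nearly all actives have a fitted effect of over 45% in size; temperature-sensitive fusion mutants such as fzo1-1 at 37 °C on non-fermentable ethanol glycerol medium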
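Read-out: ATP-based luminescence (CellTiterGlo, 10 min ambient) reporting growth of fusion-defective ts yeast after 48 hours at 37C on glycerol/ethanol YPEG medium in the presence of compound.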
ASM inhibitor – inhibitors of human secretory acid sphingomyelinase. Potency, µM (series often up to 57.5 µM), for the others: top-dose activity change, negative = inhibition, usual class: inhibitors. P17405. placental ASM, HMU-PC fluorogenic substrate, 60 min. AID 504937. 0.006% of 340,000 active; note: potency is the fitted concentration of half-maximal effect
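Fluorogenic HMU-PC substrate (9 uM final) is turned over by placental ASM in 60 min at 37 C after a 10 min compound preincubation. Reaction ended by alkaline stop (pH 10), with fluorescence read at 386/447 nm.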
PKM2 activator – increases activity of human pyruvate kinase M2 | P14618 | 0.34% of 260,000 active | Potency, µM (series often up to 57.5 µM), inactives show top-dose activation, most hits filed as activators | purified PKM2, Kinase-Glo ATP luminescence, activation; response scale: 0% is enzyme alone, no compound; note: potency is the fitted concentration of half-maximal effect; % is set by controls: 0 for no effect and ±100 for the full control effect; nearly all actives have a fitted effect of over 55% in size
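Kinase-Glo luminescence reports ATP generated from ADP (0.1 mM) and PEP (0.5 mM) by purified hPK-M2 after 1 h at room temperature, pH 7.2 imidazole buffer; intermediate enzyme activity allows detecting inhibitors and activators.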
USP2a block – USP2a (human) protease inhibition. USP2 core, Ub-CHOP2 coupled fluorogenic reporter, 485/531. Potency, µM (highest dose often 38.3 µM), for the others: top-dose activity change, negative = inhibition, actives largely listed as inhibitors. 0.01% of 330,000 active. AID 463254;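 note: potency is the fitted concentration of half-maximal effect; plate controls were DMSO wells for no effect and full inhibition by NEM control for full effect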
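USP2 core (10nM final) preincubated 30min RT with compound in 20mM Tris-HCl pH 8.0, 2mM CaCl2, 2mM beta-mercaptoethanol, 0.05% CHAPS; 25nM Ub-CHOP2 plus 25nM reporter substrate added, fluorescence (Ex485/Em531) read after 60min.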
* = called active by the depositor; ? = inconclusive; / = not tested or not shown; [ ] = dose if it differs, or a comment. Unless noted, calls come from the whole dose curve; as a rule, active = well fitted curve in the direction sought with a large enough effect; inconclusive = small, poorly fitted or top-dose-only effect, or another doubt; inactive = no such curve, though single readings can be large; an effect the other way counts as inactive or inconclusive. Not all compounds are listed. The share of hits here may be higher or lower than overall.

(1) Cc1cc(C(=O)COC(=O)CC2Sc3ccccc3NC2=O)c(C)n1-c1ccccc1 (stereo not drawn)
(2) COc1ccc(/C=N/NC(=O)c2cc(-c3ccc4c(c3)OCO4)n[nH]2)cc1OC
(3) CC(C)(CO)NS(=O)(=O)c1ccc2c(c1)oc(=O)c1cc(S(=O)(=O)NC(C)(C)CO)ccc12
(4) CC1(C)Cc2c(c(-c3ccco3)nc3sc4c(NCCO)ncnc4c23)CO1
(5) O=C(NC(Nc1ccccn1)C(Cl)(Cl)Cl)c1ccccc1 (stereo not drawn)
(6) Cc1ccc(C)c(-n2c(CNc3ccc(F)cc3)nnc2SCC(N)=O)c1
Screen / compound no.,1,2,3,4,5,6
Eya2 inh,-4%,-11%,/,9%,-6%,-1%
Menin-MLL TR inh,-3%,0%,29%,-15%,4%,-5%
Chronic BCR inh,-2%,-15%,/,21%,0%,0%
TSHR antag,-9,-3,/,-18,-9,-6
MBNL1-CUG inh,1%,-5%,3%,1%,?,2%
hERG WT inh,-6,4,-3,/,3,7
GALK inh,/,0%,0%,0%,-1%,-1%
Mito fusion yeast,?,3%,-5%,21%,5%,2%
ASM inhibitor,-3%,14%,-1%,119%[activator],3%,0%
PKM2 activator,3%,-14%,2%,9%,-2%,-2%
USP2a block,3%,0%,/,2%,0%,-2%

(7) COc1ccc(C2C(C(C)=O)=C(C)N=c3s/c(=C\c4ccco4)c(=O)n32)c(OC)c1 (stereo not drawn)
(8) COc1ccc2c(/C=N/Nc3ccc(C(=O)O)cc3)c[nH]c2c1
(9) CC(=O)c1ccc(NC(=O)C(C)N(C)CC(=O)Nc2ccc(N3CCOCC3)cc2)cc1 (stereo not drawn)
(10) COc1ccc(C(=O)NCC(c2ccco2)N2CCc3ccccc32)cc1 (stereo not drawn)
(11) Cc1onc(-c2ccccc2)c1C(=O)N1CCN(c2ccccn2)CC1
(12) CCOC(=O)Cc1csc(NC(=O)CSc2cc(Cl)ccc2Cl)n1
Screen / compound no.,7,8,9,10,11,12
Eya2 inh,6%,3%,6%,8%,-7%,-4%
Menin-MLL TR inh,16%,?,-5%,/,/,7%
Chronic BCR inh,0%,/,?,?,4%,-16%
TSHR antag,2,-9,?,-6,7,-6
MBNL1-CUG inh,?,?,-6%,/,-5%,-1%
hERG WT inh,-3,7,12,1,0,1
GALK inh,7%,2%,-2%,/,-3%,1%
Mito fusion yeast,29%,14%,1%,18%,4%,23%
ASM inhibitor,-24%,34%[activator],-1%,-4%,1%,4%
PKM2 activator,20%,/,9%,/,-9%,2%
USP2a block,-1%,-9%,-1%,-2%,2%,4%

(13) O=C(CCNS(=O)(=O)c1cccc2nsnc12)N1CCN(c2ccccn2)CC1
(14) CC(NC(=O)C1CCC(CNc2c(N3CCOCC3)c(=O)c2=O)CC1)c1ccccc1 (stereo not drawn)
(15) Cc1ccc2c(c1)N(C(=O)CCC(=O)NCc1ccccn1)CC(C)O2 (stereo not drawn)
(16) COc1ccc2[nH]c3c(c2c1)CCN1C(=O)C(CC(=O)NCCN2CCOCC2)C[C@H](C(=O)N2CCCCC2)[C@@]31C (stereo partly drawn)
(17) O=C(O)c1cccc(N2C(=O)/C(=C/c3ccc([N+](=O)[O-])cc3)C=C2c2ccccc2)c1
(18) Nc1ccc2oc(CCc3ccccc3)nc2c1
Screen / compound no.,13,14,15,16,17,18
Eya2 inh,-7%,-3%,7%,2%,6%,-12%
Menin-MLL TR inh,0%,2%,12%,/,?,-1%
Chronic BCR inh,-16%,?,10%,-1%,?,?
TSHR antag,1,-9,5,9,-5,8
MBNL1-CUG inh,?,11%,5%,/,5%,2%
hERG WT inh,/,-4,-9,4,/,-15
GALK inh,-1%,2%,/,/,2%,0%
Mito fusion yeast,2%,-1%,0%,/,-3%,12%
ASM inhibitor,/,6%,3%,2%,-1%,0%
PKM2 activator,-5%,3%,-11%,/,-13%,-4%
USP2a block,1%,5%,3%,1%,-11%,3%

Of the compounds above, these contain a COOH group:
(8) COc1ccc2c(/C=N/Nc3ccc(C(=O)O)cc3)c[nH]c2c1
(17) O=C(O)c1cccc(N2C(=O)/C(=C/c3ccc([N+](=O)[O-])cc3)C=C2c2ccccc2)c1
Screen / compound no.,8,17
Eya2 inh,3%,6%
Menin-MLL TR inh,?,?
Chronic BCR inh,/,?
TSHR antag,-9,-5
MBNL1-CUG inh,?,5%
hERG WT inh,7,/
GALK inh,2%,2%
Mito fusion yeast,14%,-3%
ASM inhibitor,34%[activator],-1%
PKM2 activator,/,-13%
USP2a block,-9%,-11%

The results go on:
(19) CCn1cc([N+](=O)[O-])c(C(=O)N2N=C3/C(=C/c4cccs4)CCCC3C2c2cccs2)n1 (stereo not drawn)
(20) Cn1c(NC(=O)c2ccccc2)c(-c2cccs2)c(=O)c2ccccc21
(21) CCCOc1ccc(/C(O)=C2/C(=O)C(=O)N(c3ccccn3)C2c2ccc(OC)cc2)cc1C (stereo not drawn)
(22) CN(C(=O)c1ccccc1Cl)C1CCCCC1
(23) CC1(C)Cc2c(cnn2-c2cccc(F)c2)C(NC(=O)CSc2ccncc2)C1 (stereo not drawn)
(24) CCC(C)(C)n1nnnc1C(c1ccc(F)cc1)N1CCC(C(N)=O)CC1 (stereo not drawn)
Screen / compound no.,19,20,21,22,23,24
Eya2 inh,8%,-6%,-8%,-19%,-5%,-1%
Menin-MLL TR inh,5%,/,-8%,-2%,/,-21%
Chronic BCR inh,?,3%,4%,?,?,14%
TSHR antag,-3,5,9,0,-3,-5
MBNL1-CUG inh,-6%,2%,59%[activator],7%,1%,15%
hERG WT inh,-6,9,0,-24,3,-8
GALK inh,1%,-3%,1%,-2%,4%,0%
Mito fusion yeast,3%,-1%,5%,-1%,-1%,0%
ASM inhibitor,-10%,-3%,-3%,5%,2%,-4%
PKM2 activator,-1%,1%,/,10%,-4%,0%
USP2a block,-10%,1%,1%,0%,-2%,-1%

(25) CSc1ccccc1NC(=O)CN(C)Cc1c(O)ccc2ccccc12
(26) Cc1ccc(OCCCCc2c(C)n[nH]c2C)cc1
(27) C#CC1(NC(=O)N(C)C)CCCCC1
(28) C/C(=C\C(=O)c1ccc(Br)cc1)NCc1ccccc1
(29) Fc1ccccc1N1CCN(C(c2ccccn2)c2nnnn2C2CCCCC2)CC1 (stereo not drawn)
(30) COC(=O)C(C)N(C(=O)c1cccc(Cl)c1)c1c(C)cccc1C (stereo not drawn)
(31) CC(C)(C)c1ccc(-c2n[nH]c(=S)n2C2CCCC2)cc1
(32) CCOC(=O)C1CCN(Cc2cc(=O)oc3cc(C)c(Cl)cc23)CC1
Screen / compound no.,25,26,27,28,29,30,31,32
Eya2 inh,2%,-5%,8%,-31%,0%,-22%,-23%,-1%
Menin-MLL TR inh,15%,-12%,?,-11%,?,?,-9%,-20%
Chronic BCR inh,-2%,?,1%,-4%,-2%,3%,-2%,1%
TSHR antag,-5,4,7,-22,-1,-24,-23,-4
MBNL1-CUG inh,4%,0%,2%,5%,2%,-12%,-8%,-4%
hERG WT inh,-1,7,-3,-2,7,11,-1,12
GALK inh,14%,-6%,-2%,-2%,4%,0%,1%,4%
Mito fusion yeast,4%,12%,3%,7%,13µM*,8%,16%,-7%
ASM inhibitor,18%,-6%,3%,-8%,-2%,1%,-2%,-2%
PKM2 activator,9%,3%,-2%,-4%,3%,-19%,-1%,/
USP2a block,2%,-1%,10%,2%,4%,-1%,-11%,1%
